S3 lipid droplet: qHTS Assay for Lipid Storage Modulators in Drosophila S3 Cells | AID 2685 | 320,000 tested, 0.64% active | Drosophila S3 cells, BODIPY lipid droplet fluorescence, 18-24 h; cells fed with added oleic acid | lipid storage change, negative = inhibition, % at the top dose, mostly 46.1 µM; hits show Potency in µM; active = well fitted inhibition curve with a large enough effect in the signal ratio, with a control signal flat, not every such curve was filed as active; inconclusive = small, poorly fitted or top-dose-only effect, or effect the other way, or a change in a side signal; the % refers to the signal ratio
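Drosophila S3 cells got compounds at several concentrations plus oleic acid (400 uM solution). Laser-scanning cytometry with 488 nm excitation read lipid droplets at 500-530 nm and cells at 575-640 nm. Percent activity was relative to 20 uM Triacsin C.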
S3 lipid droplet cell count max: further read-out of S3 lipid droplet, marked with its call; cell number change, %; measured here: cell count max response;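 cells counted by Cell Tracker Red CMTPX staining in the red channel; peak over a dose series mostly up to 46.1 µM; percent activity relative to internal control wells on each plate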
Active calls of the source: *; i = inactive; ? = inconclusive; . = no result given; [ ] = another dose, or the depositor's remark. % is set by controls: 0 for no effect and ±100 for the full control effect; potency is the fitted concentration of half-maximal effect. This is a subset, so the mix of outcomes need not match the whole.

item	S3 lipid droplet	S3 lipid droplet cell count max	canonical_smiles
1	?	.	CCCc1nc2oc3c(OCC)ncnc3c2c2c1COC(C)(C)C2
2	i	14	CCOC(=O)N1CCN(C(c2cccnc2)c2ccc3cccnc3c2O)CC1 (configuration not stated)
3	?	.	NC(=O)CSc1ncnc2c1nnn2Cc1ccc(F)cc1
4	?	.	CCN(c1ccc(NC(=O)c2ccc(N3CCCC3=O)cc2)cc1)C(C)C
5	?	.	O=C(COc1ccccc1Br)NCc1ccccn1
6	-1%	2	N#CCC(=O)NC1CCC(CC2CCC(NC(=O)CC#N)CC2)CC1 (configuration not stated)
7	?	.	Nc1ncnc2c1ncn2CCOc1ccccc1
8	4%	11	Cc1ccc(CN2CCN(Cc3cn(C)nc3C)CC2CCO)o1 (configuration not stated)
9	?	.	O=C(CSc1nnnn1-c1ccc2c(c1)CCC2)NCc1cccs1
10	?	.	O=C(CSc1nc(-c2ccco2)cc(C(F)(F)F)n1)NCC1CCCO1 (configuration not stated)
11	?	.	COc1ccc(CN(CCC(c2ccco2)C(C)C)C(C)=O)cc1OC (configuration not stated)
12	-12%	-6	O=C(c1ccco1)N1CCC(N2CCN(c3ccccc3)CC2)CC1
13	16%	-9	O=c1c2ccccc2nc2c3ccccc3c3nncn3n12
14	?	.	CC1CCCCN1CCNC(=O)c1cc2c(=O)n(C)c3ccccc3c2n1C (configuration not stated)
15	-5%	17	Cc1c(Cl)cccc1NC(=O)c1ccccc1-c1ccccc1C(=O)O

Filtered by structure, the compounds so far containing fluorine
item	S3 lipid droplet	S3 lipid droplet cell count max	canonical_smiles
3	?	.	NC(=O)CSc1ncnc2c1nnn2Cc1ccc(F)cc1
10	?	.	O=C(CSc1nc(-c2ccco2)cc(C(F)(F)F)n1)NCC1CCCO1 (configuration not stated)

Additional compounds
item	S3 lipid droplet	S3 lipid droplet cell count max	canonical_smiles
16	10%	2	C#CCOC(=O)c1ccccc1C(=O)n1nnc2ccccc21
17	22%	.	Cc1cccc(/C=N/NC(=O)c2ccc(Br)cc2)c1
18	-23%	-21	Cc1ccc2c(c1)NC(=O)C(CC(=O)NCCCN1CCN(C3CCCCC3)CC1)O2 (configuration not stated)
19	1%	14	Cc1c(C(=O)O)sc(S(=O)(=O)N2CCNCC2)c1C(=O)O
20	?	.	CC(=O)NC(=O)c1ccc(-c2ccc(Cl)cc2)o1
21	?	.	CC(C)(C)OC(=O)N1CCC(NC(=O)c2[nH]cnc2C(=O)Nc2ccc(Cl)cc2)CC1
22	?	.	CC(c1ccccc1)N1C(=O)c2ccc(C(=O)Nc3ccccc3C(=O)O)cc2C1=O (configuration not stated)
23	?	.	C=CCC1(CC=C)CCCN1C(=O)c1cc(COc2ccc(-n3cncn3)cc2)on1
24	8%	-12	CCOc1ccc(-c2cc(CCCC(=O)Nc3cccc(OC)c3)no2)cc1
25	0%	-5	COc1ccc2nc(C(F)(F)Cl)c(C#N)c(N)c2c1
26	25%	3	COc1ccc(CCNC(=O)Cn2c(-c3nonc3N)nc3ccccc32)cc1OC
27	?	.	CC(C(=O)O)N(C(=O)c1ccccc1)c1ccc(F)cc1 (configuration not stated)
28	-8%	-17	Cn1c2ccccc2c2c(C(=O)N3CCN(C(=O)c4ccco4)CC3)cn(C3CCCCC3)c(=O)c21
29	?	.	CC(C)(C)C(=O)Nc1ccc(S(=O)(=O)N2CCCC2)cc1
30	4%	21	COCCOC(=O)c1c(NC(=O)CNC2CCCc3ccccc32)sc(C(N)=O)c1C (configuration not stated)

Ordered by molar mass (rising): three of the compounds above.
item	S3 lipid droplet	S3 lipid droplet cell count max	canonical_smiles
25	0%	-5	COc1ccc2nc(C(F)(F)Cl)c(C#N)c(N)c2c1
16	10%	2	C#CCOC(=O)c1ccccc1C(=O)n1nnc2ccccc21
10	?	.	O=C(CSc1nc(-c2ccco2)cc(C(F)(F)F)n1)NCC1CCCO1 (configuration not stated)

Sorted by the number under S3 lipid droplet cell count max (falling): 5 of the compounds above
item	S3 lipid droplet	S3 lipid droplet cell count max	canonical_smiles
30	4%	21	COCCOC(=O)c1c(NC(=O)CNC2CCCc3ccccc32)sc(C(N)=O)c1C (configuration not stated)
19	1%	14	Cc1c(C(=O)O)sc(S(=O)(=O)N2CCNCC2)c1C(=O)O
16	10%	2	C#CCOC(=O)c1ccccc1C(=O)n1nnc2ccccc21
25	0%	-5	COc1ccc2nc(C(F)(F)Cl)c(C#N)c(N)c2c1
28	-8%	-17	Cn1c2ccccc2c2c(C(=O)N3CCN(C(=O)c4ccco4)CC3)cn(C3CCCCC3)c(=O)c21

The list goes on:
item	S3 lipid droplet	S3 lipid droplet cell count max	canonical_smiles
31	11%	-5	COc1cc(C2=NOC(C(=O)N3CCOCC3)C2)cc(OC)c1OC (configuration not stated)
32	?	.	CC(C)(C)c1ccc(C(=O)NC(=S)NNC(=O)COc2ccccc2)cc1
33	-7%	-12	O=C(Nc1cccc2ncccc12)c1ccc(-c2ccc(Br)cc2)o1
34	?	.	CCOC(=O)CCc1c(C)c2ccc(OCC(=O)N3CCOCC3)c(C)c2oc1=O
35	?	.	O=C(c1ccc(F)cc1)C1CCN(C(=O)c2ccncc2)CC1
36	?	.	COc1ccccc1C(=O)NCCN=C1NS(=O)(=O)c2ccccc21
37	?	.	Cc1ccc(S(=O)(=O)N2CCN(C(=O)c3cc4c(s3)CCC(C)C4)CC2)cc1 (configuration not stated)
38	i	.	Nc1c(C(=O)NCc2ccccc2)nnn1Cc1ccc(F)cc1
39	i	8	CCN(CC(=O)Nc1c(F)cccc1F)C(=O)CNC(=O)c1cccc(C)c1
40	?	.	CCc1ccccc1N(CC(=O)NCc1ccco1)C(=O)CCC(=O)Nc1ccccn1
41	?	.	CCCN1CCN(S(=O)(=O)c2ccc3c(c2)NC(=O)C(C)S3)CC1 (configuration not stated)
42	?	.	Cc1cc(C)nc(NC2=NC3CCCCC3N2)n1 (configuration not stated)
43	16%	-11	CC(OC(=O)c1ccccc1NCc1ccco1)C(=O)Nc1ncc(Cl)cc1Cl (configuration not stated)
44	?	.	O=C(Nc1ccccn1)C1CCN(S(=O)(=O)c2cccc3nonc23)CC1
45	?	.	CCOC(=O)C1CCN(C(=O)CN(c2cccc(C(F)(F)F)c2)S(C)(=O)=O)CC1
46	8%	-9	CC(CN1C(C)CCCC1C)OC(=O)c1ccccc1F (configuration not stated)
47	-10%	13	Cc1ccc(CNC(=O)C2(C(F)(F)F)C/C(=C\Cc3ccccc3)CCCO2)o1 (configuration not stated)
48	?	.	CN(C)/C=N/C(=S)Nc1ccc(Cl)cc1
49	i	-7	CCS(=O)(=O)c1nc(S(=O)(=O)c2ccc(Cl)cc2)c(N2CCN(C)CC2)s1
50	?	.	COc1ccccc1NC(=O)Cc1coc2cc(C)ccc12
51	?	.	O=C(Nc1cccc(C(F)(F)F)c1)C12CC3CC(CC(C3)C1)C2
52	?	.	Cc1ccc(NC(=O)Cc2ccsc2)cc1Cl
53	17%	19	COc1ccc(Cc2nnc(SC(C)C(=O)Nc3ccc(C(N)=O)cc3)o2)cc1 (configuration not stated)
54	?	.	CCOc1nc(Nc2ccccc2F)nc(OCC)n1
55	6%	-14	N#CCC(=O)Nc1ccc(C(=O)OCC(=O)NC2CCCCCC2)cc1
56	?	.	Cc1[nH]n(C(N)=S)c(=O)c1N=Nc1ccc(S(=O)(=O)N2CCCC2)cc1
57	?	.	O=C(CNc1ccccc1)Nc1ccc(F)cc1
58	?	.	CN(C)/N=C/c1ccc(/C=N/NC(N)=S)o1
59	?	.	Cc1ccc(N(CC(=O)NC(C)(C)C)C(=O)CNC(=O)c2cccs2)cc1C
60	?	.	Cc1occc1C(=O)NCc1ccccn1

Six neighbouring records out of the list so far:
item	S3 lipid droplet	S3 lipid droplet cell count max	canonical_smiles
55	6%	-14	N#CCC(=O)Nc1ccc(C(=O)OCC(=O)NC2CCCCCC2)cc1
56	?	.	Cc1[nH]n(C(N)=S)c(=O)c1N=Nc1ccc(S(=O)(=O)N2CCCC2)cc1
57	?	.	O=C(CNc1ccccc1)Nc1ccc(F)cc1
58	?	.	CN(C)/N=C/c1ccc(/C=N/NC(N)=S)o1
59	?	.	Cc1ccc(N(CC(=O)NC(C)(C)C)C(=O)CNC(=O)c2cccs2)cc1C
60	?	.	Cc1occc1C(=O)NCc1ccccn1

Continuation:
item	S3 lipid droplet	S3 lipid droplet cell count max	canonical_smiles
61	15%	-11	COc1cc(NC(=O)COc2cccc(OC)c2)cc(OC)c1
62	-1%	-1	COc1ccc(NC(=O)C(CC(C)C)NC(=O)C2CCC(C)CC2)c(OC)c1 (configuration not stated)
63	i	-22	O=C(Nc1ccc(N2CCOCC2)cc1N1CCOCC1)c1cccc([N+](=O)[O-])c1
64	?	.	O=C(NC(=S)NC1C2CC3CC(C2)CC1C3)c1ccccc1 (configuration not stated)
65	i	19	CCOc1ccc2[nH]c3c(NCCN(C)C)ncnc3c2c1
66	?	.	CCOC(=O)CNC(=O)c1cc(C)oc1C
67	i	.	Cc1ccc2oc(-c3ccccc3)nc2c1
68	?	.	CCCOc1ccccc1C1CC(=O)Nc2cc3c(cc21)OCO3 (configuration not stated)
69	?	-16	CCN1C(=S)N[C@@H](CCc2ccccc2)[C@H](C(=O)OC)[C@H]1C
70	-22%[0.0737 µM]	0	CCOC(=O)c1ccc(NC(=O)COc2coc(CN3CCc4ccccc43)cc2=O)cc1
71	-7%	-23	CC1CN(CC(=O)Nc2ccccc2Sc2ccccc2)CC(C)O1 (configuration not stated)
72	?	.	COc1ccc(C(=O)NCc2nnc(SCC(=O)NC3CCCCC3)n2C)cc1
73	?	.	Cc1cccc(-n2nc3c(c2NC(=O)c2cc4ccccc4o2)CS(=O)(=O)C3)c1
74	?	.	CCOc1cc(CN2CCN(c3cccc(C(F)(F)F)c3)CC2)ccc1O
75	?	.	COc1cc(OC)c(C2=NOC(C(=O)NCc3ccc4c(c3)OCO4)C2)cc1Cl (configuration not stated)
76	17%	.	COc1cccc(C2=NOC(C(=O)Nc3cc(C)on3)C2)c1OC (configuration not stated)
77	?	.	O=C(NCc1ccccc1)N1CCN(c2ccc(Cl)c(Cl)c2)CC1
78	?	.	Clc1cnc(N/N=C/c2ccco2)c(Cl)c1
79	i	12	O=C(Nc1cc(C(=O)N2CCOCC2)cc(C(=O)N2CCOCC2)c1)c1cc(F)c(F)cc1Cl
80	i	.	COc1ccc(-c2cc(=O)[nH][nH]2)cc1OC
81	13%	4	COc1cccc(CNC(=O)c2ccc(CS(=O)Cc3ccc(C)cc3)o2)c1 (configuration not stated)
82	?	.	COc1ccc(OC)c(C2C3=C(N=c4s/c(=C\c5cccc(O)c5)c(=O)n42)c2ccccc2CC3)c1 (configuration not stated)
83	-1%	11	COc1ccc(NC(=O)CCCn2c(=O)c3sccc3n(Cc3ccc(C)cc3C)c2=O)cc1
84	14%	23	CC(=O)N/C(=N/c1nc(C)cc(C)n1)Nc1cc(C)cc(C)c1
85	27%	.	COC(=O)c1ccc(C(=O)OC)c(NC(=O)COC(=O)CCOc2ccc(C)cc2)c1
86	-1%	.	COc1ccc(CC(=O)N2CCC3(CC2)NCCc2[nH]cnc23)cc1
87	13%	7	Cn1cccc1Cc1nnc(SCC(=O)Nc2ccccc2F)n1-c1ccc(F)cc1
88	i	-19	CCN(CC)Cc1c(C(=O)N/N=C/c2ccco2)nnn1-c1nonc1N
89	?	.	O=C(OCc1nc2ccc(Cl)cc2n1CCO)c1ccccc1C(=O)c1ccccc1
90	?	.	CCCCSc1cnn(-c2ccccc2)c(=O)c1SCCCC
91	?	.	CC1(C)OC(=O)C(=Cc2ccc[nH]2)C(=O)O1
92	6%	6	O=C(NCc1nnc(SCC(=O)N2CCC(Cc3ccccc3)CC2)o1)c1ccco1
93	?	.	CCOC(=O)c1sc(NC(=O)CSc2n[nH]c(CC)n2)nc1C
94	?	.	N#Cc1ccccc1NC(=O)CN1C(=O)NC(Cc2c[nH]c3ccccc23)C1=O (configuration not stated)
95	17%	16	O=C(Nc1ccc(N2CCOCC2)cc1)c1cc(-n2cnnc2)ccc1Cl
96	-6%	13	O=C(COc1cccnc1[N+](=O)[O-])c1ccc(Cl)s1
97	?	.	CC1CCN(S(=O)(=O)c2ccc(Cl)cc2Br)CC1
98	-7%	-10	CC(C)(C)C(=O)OCOC(=O)[C@@H]1N2C(=O)[C@@H](N=CN3CCCCCC3)[C@H]2SC1(C)C
99	?	.	[O-]/[N+](=C\c1ccc(F)cc1)c1ccccc1
100	4%	14	CN1CCCC(OC(=O)c2ccc(S(=O)(=O)N(C)C)cc2)C1 (configuration not stated)
101	?	.	O=C(CNC(=O)c1cccnc1)N/N=C/c1ccc(O)cc1O
102	16%	21	CC(=O)N/C(=N/c1nc(C)cc(C)n1)Nc1ccc(F)cc1F
103	?	.	Nn1c(=O)c2ccccc2n2c(SCc3ccccc3)nnc12
104	-16%	9	O=C(Nc1ccccc1)NC1CCN(Cc2ccccc2)CC1
105	0%	-1	CCCn1c(CN2CCN(C)CC2)nc2ccccc21
106	-2%	-9	COC(=O)CN(c1cc(C(F)(F)F)ccc1Cl)S(C)(=O)=O
107	?	.	CCSc1nnc(NC(=O)Cc2cccc(OC)c2)s1
108	-24%	4	O=C(N1CCCC1)C12CC3CCC(CC(C3)C1)C2
109	?	.	CN(C)c1nc(N/N=C/c2c[nH]c3ccccc23)nc(N2CCOCC2)n1
110	-4%	0	COc1cccc(C(C(=O)NC(C)(C)C)N(CCC(C)C)C(=O)CCC(=O)Nc2cc(C)on2)c1OC (configuration not stated)
111	?	.	COCn1c(COc2ccccc2)nc2ccccc21
112	10%	-25	O=C(N/N=C/c1c[nH]c2ccccc12)c1cc(-c2ccccc2)n[nH]1

Screens from PubChem BioAssay.
